# Compound activity from PubChem BioAssay.
# FXIIa inh mix: factor XIIa (human) inhibition, mixture screen. P00748. purified FXIIa, fluorogenic substrate, pooled mixtures. inhibition, % at 5 µM. hit rate 0.2% among 62,000. AID 684;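 note: 0% = enzyme without compound and 100% = no enzyme blank; some results filed as inactive read as strong as hits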
# JNK3 blocker: blocks human JNK3 kinase activity | purified JNK3 kinase activity, HTS | inhibition, % at 8 µM | hit rate 0.61% among 60,000; in the data active = inhibition above about 17%;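 note: 0% = DMSO and 100% = reference inhibitor; many of its hits are not listed in these tables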
# Target sequence (P53779 whole entry, looked up): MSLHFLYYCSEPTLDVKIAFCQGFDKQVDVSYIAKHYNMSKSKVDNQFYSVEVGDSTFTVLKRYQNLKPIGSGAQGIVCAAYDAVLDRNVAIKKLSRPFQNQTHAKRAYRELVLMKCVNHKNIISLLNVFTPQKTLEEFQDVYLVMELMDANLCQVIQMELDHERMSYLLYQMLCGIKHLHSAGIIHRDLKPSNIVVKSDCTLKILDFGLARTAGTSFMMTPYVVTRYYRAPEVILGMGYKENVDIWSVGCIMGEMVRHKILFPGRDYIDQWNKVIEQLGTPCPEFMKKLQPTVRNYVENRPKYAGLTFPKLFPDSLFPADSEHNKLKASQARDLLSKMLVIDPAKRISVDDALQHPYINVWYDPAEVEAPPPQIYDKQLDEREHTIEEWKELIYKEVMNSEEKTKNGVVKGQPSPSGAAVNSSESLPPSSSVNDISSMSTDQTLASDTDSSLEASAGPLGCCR
# Cdc25B block: human M-phase inducer phosphatase 2 inhibition | recombinant Cdc25B, OMFP fluorescence Ex485/Em525 | inhibition, %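 (compounds tested at 10 µM final in the well)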 | hit rate 0.1% among 65,000; in the data active = inhibition above about 50%
# Target sequence (P30305 whole entry, looked up): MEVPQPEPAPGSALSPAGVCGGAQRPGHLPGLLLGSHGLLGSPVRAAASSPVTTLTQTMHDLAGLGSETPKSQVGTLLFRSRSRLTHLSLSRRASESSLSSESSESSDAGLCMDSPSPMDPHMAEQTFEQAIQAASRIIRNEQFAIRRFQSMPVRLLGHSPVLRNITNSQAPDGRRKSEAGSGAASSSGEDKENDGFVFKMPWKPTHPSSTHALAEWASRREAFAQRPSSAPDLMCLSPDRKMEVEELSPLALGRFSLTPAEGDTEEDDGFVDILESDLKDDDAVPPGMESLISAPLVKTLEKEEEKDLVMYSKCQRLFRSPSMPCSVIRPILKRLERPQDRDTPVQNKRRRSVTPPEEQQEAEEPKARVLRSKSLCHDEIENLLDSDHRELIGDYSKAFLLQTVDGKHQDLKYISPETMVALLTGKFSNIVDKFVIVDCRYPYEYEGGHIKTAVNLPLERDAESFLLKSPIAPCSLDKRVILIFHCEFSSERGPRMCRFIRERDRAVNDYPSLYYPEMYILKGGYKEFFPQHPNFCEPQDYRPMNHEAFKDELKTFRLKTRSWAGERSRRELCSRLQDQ
# Abs 340nm: compound absorbs light at 340 nm; 65,000 tested, under 10 active; compound absorbance at 340 nm, fold over control; AID 708; fold change at 10 µM;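 active = at 10 µM dose, initial 340 nm absorbance at least 2 fold that of control wells; inactive = change under 2 fold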;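 note: initial absorbance extrapolated from kinetic A340 decline of NADH oxidation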
# FXIa inh mix: inhibitors of human coagulation factor XIa, pooled mixtures; P03951; purified FXIa, fluorogenic substrate; inhibition, % at 5 µM; hit rate 0.19% among 62,000;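 note: each value is inhibition by a whole ten-compound pool holding the compound; 0% = enzyme with no mixture and 100% = wells lacking enzyme; strong numbers were not always called active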
# MMP13 inh: inhibitors of human MMP13 | MMP-13 fTHP FRET cleavage, Mca fluorescence | inhibition, % at 4 µM | hit rate 0.07% among 65,000 | AID 570;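 active = inhibition above the mean of compound-free control plate wells plus 3 SD, cut at about 14% in these data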;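 note: 0% = DMSO wells and 100% = wells with reference MMP-13 inhibitor after basal subtraction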
# MKP-1 inh: blocks human MKP-1 phosphatase activity; P28562; recombinant MKP-1, OMFP hydrolysis fluorescence; inhibition, %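 (compounds tested at a single concentration somewhere between 10 and 100 µM)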; hit rate 0.15% among 65,000;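 active = inhibition above about 50%, limit read from the data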;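 note: 0% = DMSO max control wells and 100% = wells with enzyme stopped by NaOH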
# Hsp90 block: displaces geldanamycin probe from tumor Hsp90; P07900; NCI-N417 lysate Hsp90, Cy3B-geldanamycin FP displacement; inhibition, % at 30 µM; hit rate 0.35% among 64,000;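 active = inhibition above 50%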;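 note: 0% = tracer plus lysate wells and 100% = tracer alone without lysate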
# AP complement: alternative pathway complement inhibition, orthogonal assay; Human serum alternative complement pathway, LPS-coated ELISA, C3 deposition; tested in compound mixtures; inhibition, % at 5 µM; hit rate 0.08% among 62,000; AID 1235;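 active = inhibition above 30% in each of the two pooled mixtures holding the compound, so the lower value exceeds 30%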;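 note: 0% = serum in Mg-EGTA without compound and 100% = EDTA serum blank; some compounds past the cut are filed as inactive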
#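 Test system – human serum alternative complement pathway, C3 deposition on LPS-coated wells · Buffer or medium – diluted human serum in Mg2+-EGTA GVB++ · Compound dosing – 5 µM each compound, pools of ten, 50 µM per pool · Schedule – 1 h serum-compound exposure at 37 °C · Measured by – Anti-C3 ELISA, OD 450 nm · Read-out basis – percent inhibition of C3 deposition onto LPS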
# Active calls of the source: *; / = not tested or not shown; [ ] = dose if it differs, or a comment. Cut-off read from the data, not from the text of the source, unless noted: active = inhibition above about 20% (passing the limit was not always enough); inactive = the rest.
SMILES,FXIIa inh mix,JNK3 blocker,Cdc25B block,Abs 340nm,FXIa inh mix,MMP13 inh,MKP-1 inh,Hsp90 block,AP complement
CCOCCn1c(CN2CCOCC2)nc2c1c(=O)[nH]c(=O)n2C,3,-3,-3,1,3,3,1,-4,-1
CCCS(=O)(=O)N1CCN(c2ccccc2F)CC1,3,-5,0,1.1,0,-3,6,-1,-13
O=C(Nc1cccc2nsnc12)C1CC(=O)N(c2ccccc2)C1 (stereo not given),6,1,-2,1,3,0,-24,-2,-1
COCCN(CCOC)S(=O)(=O)c1ccc(C(=O)Nc2nnc(C)o2)cc1,6,-1,-2,1,3,0,-5,3,15
CCCc1nnc(NC(=O)Cn2c(=O)sc3ccccc32)s1,0,3,-6,0.98,5,2,-26,-1,-1
CCCCCCN1CC(O)=C(c2nc3ccccc3[nH]2)C1=N,7,8,1,1,-1,2,25,2,8
CC(C)(C)C(=O)OCCn1c(=O)c2cc3c(=O)n(CCOC(=O)C(C)(C)C)c(=O)c3cc2c1=O,5,-2,-6,0.99,4,3,11,-4,6
Cc1ccc2[nH]c(=O)c(CN(Cc3ccco3)C(=O)c3ccncc3)cc2c1,10,1,2,1,7,-1,-9,-3,10
O=C(C1CC1)N1CCc2cc(Br)cc(S(=O)(=O)NCc3ccc4c(c3)OCO4)c21,-1,/,-16,1,7,-3,1,/,13
CC(=O)c1cccc(NC(=O)C2CCCCC2)c1,9,2,-12,1.1,7,-3,9,-2,7
CCC/C(O)=C1\C(=O)CC(C)(C)CC1=NCCO,11,-3,-7,1,8,0,-3,-2,25
c1csc(Cc2nn3c(-c4ccncc4)nnc3s2)c1,/,4,2,1,/,-11,-8,-7,/
O=C(Nc1ccc(N2CCN(C(=O)c3ccccc3)CC2)c(Cl)c1)c1ccco1,2,-4,-9,1.1,9,-2,16,-4,4
Cn1c(=O)n(Cc2ccccc2)c(=O)c2c1nc1n2CCCN1Cc1ccccc1,10,2,-2,1,9,3,-13,-2,7
O=C(Nc1ccc(Cl)cc1)c1ccsn1,12,4,-5,0.99,1,3,1,-2,5
COC(=O)c1ccc(C(=O)OC)c(NC(=O)COc2ccccc2OC)c1,-1,-1,-10,1,8,3,4,-3,4
CCn1c(NCCc2ccc(OC)c(OC)c2)nc2c1c(=O)n(C)c(=O)n2C,-1,0,8,1,3,2,-20,-1,5
Cn1c(-c2ccc(F)cc2)cnc1SCC(=O)NCc1ccco1,6,4,-11,1,-2,-1,10,-8,6
CCOC(=O)C1CCN(C(=O)Nc2ccc3snnc3c2)CC1,-22,-4,-2,0.99,8,3,-16,-13,5
CCOC(=O)N1CCN(c2cc(NCCC(=O)O)c3c4c(onc24)-c2ccccc2C3=O)CC1,6,1,39,1,10,5,41,29,9
Cc1ccccc1OCCCN1C(=O)C(=O)c2cccc(C)c21,-6,0,-4,0.99,4,3,25,-5,13
CCOC(=O)c1c(NC(=O)c2cccs2)sc2c1CCC2,-16,5,-3,1.1,-8,-4,9,-3,6
CC(C)c1nnc(NC(=O)c2c(O)c3cccc4c3n(c2=O)CC4)s1,23,4,-13,1.1,2,5,2,0,-30
O=C(Nc1ccc(Cl)c(Cl)c1)N1CCSC1c1ccco1 (stereo not given),10,6,-8,0.99,2,-6,5,-3,-9
Cc1nc2cc(NCc3nc4ccccc4n3Cc3ccccc3)ccc2n1C,3,1,-4,1,2,-11,26,-3,-6

# 2 compounds from above, limited to AP complement and JNK3 blocker.
canonical_smiles	AP complement	JNK3 blocker
CCOCCn1c(CN2CCOCC2)nc2c1c(=O)[nH]c(=O)n2C	-1	-3
CCCS(=O)(=O)N1CCN(c2ccccc2F)CC1	-13	-5

# (further entries)
SMILES,FXIIa inh mix,JNK3 blocker,Cdc25B block,Abs 340nm,FXIa inh mix,MMP13 inh,MKP-1 inh,Hsp90 block,AP complement
O=C(NCc1ccc(F)cc1)C1CCCN1C(=O)NCc1ccccc1 (stereo not given),-17,-1,2,1,0,-1,-29,-1,-9
COc1cc(=O)[nH]c(SCc2c(F)c(F)c(F)c(F)c2F)n1,2,-7,3,1,-1,-2,7,3,-10
CCOc1ccccc1C1N(c2ccc(OC)cc2)C(=O)C2CCCN21 (stereo not given),4,-2,-10,1.1,6,-4,4,-3,21
CCCCc1c(O)nc(SCC(=O)NCCc2ccc(OC)c(OC)c2)[nH]c1=O,5,2,-2,0.98,-1,8,-21,-2,-18
COc1ccc(-c2nc(N3CCOCC3)nc3n[nH]c(N)c23)cc1,20,/,0,1.1,-11,2,10,/,12
COc1cc(-c2nnc(SCc3cc(=O)oc4cc(C)ccc34)o2)cc(OC)c1OC,-17,1,15,1,4,-2,43,-1,6
Cn1c(SCc2nnc(-c3ccc(F)cc3)o2)nnc1C1COc2ccccc2O1 (stereo not given),/,-1,-15,0.97,/,1,4,-1,/
Cc1ccc2cc3cc(C(=O)NCCC(C)C)oc3nc2c1,-11,0,13,1.1,5,-111[fluorescence artefact?],24,0,18
CCOC(=O)C1C(=O)NC(SCC(=O)Nc2nccs2)=C(C#N)C1c1ccccc1OCC (stereo not given),5,0,-13,0.98,9,0,19,-2,6
CCOc1ccc(C)cc1S(=O)(=O)N1CCCCC1,13,-1,1,1.1,7,-1,-4,-2,22
NS(=O)(=O)c1ccc(Nc2nc(-c3ccc(O)cc3)cs2)cc1,2,-3,-8,1,1,6,1,-3,-4
CCOc1ccccc1NC(=O)C1CCCN(S(=O)(=O)c2ccc(OC)c(C)c2)C1 (stereo not given),-4,-10,-2,1,2,1,5,-1,3
Cc1cccc(-c2nsc(SCC(=O)Nc3cc(C)on3)n2)c1,0,1,3,1,9,4,3,0,10
CCCCCn1c(Br)nc2c1c(=O)n(CC(N)=O)c(=O)n2C,17,-5,0,1,-10,-2,-12,-4,-15
COc1ccc(OC)c(CCNC(=O)CS(=O)(=O)Cc2nc(-c3ccc(C)cc3)oc2C)c1,6,-1,-25,1,5,3,1,-4,4
CCNC(=O)CC(=O)Nc1ccccc1C(=O)O,6,6,11,0.99,9,0,-20,0,10
COc1ccc(Cl)cc1NC(=O)CSc1nnc(Cn2c(=O)sc3ccccc32)n1C,-6,-3,-1,1,8,2,11,1,12
O=C(CN(C(=O)CCNC(=O)c1ccco1)c1ccccc1)NC1CCCC1,5,13,-1,1,-3,-3,-7,0,-6
C(=C\c1ccccc1)/C=N/n1cnnc1,1,1,2,1.1,3,-4,-9,-1,-6
COc1nc(NS(=O)(=O)c2ccc(C)cc2)nc(C)c1Cl,/,3,-28,1,/,5,-17,-3,/
O=C(C1CCCN(S(=O)(=O)c2ccc(Cl)cc2)C1)N(Cc1cccs1)C1CC1 (stereo not given),-18,-4,-12,1,4,1,10,-11,24
Cn1c(-c2ccc(N)cc2)nc2ccccc21,-4,-5,12,1,0,-146[fluorescence artefact?],-10,0,-4
N#CCSc1nnc(COc2cccc3ccccc23)n1-c1ccccc1,-3,4,-5,1,25,-1,30,1,-3
O=C(NCc1cccnc1)c1ccccn1,-1,-2,1,0.99,1,1,-5,-3,7
CC1(C)Cc2c(C#N)c(N)n(-c3ccccc3)c(=O)c2CO1,0,5,-1,1.1,2,-2,25,-1,0

# (listing goes on)
SMILES,FXIIa inh mix,JNK3 blocker,Cdc25B block,Abs 340nm,FXIa inh mix,MMP13 inh,MKP-1 inh,Hsp90 block,AP complement
CCC(C)(C)NC(=O)CN(C(=O)c1snc(C(N)=O)c1N)c1ccc2c(c1)OCCO2,4,1,4,1.1,2,-1,14,-3,17
CCOC(=O)Cc1c(C)c2c(C)[nH]nc2oc1=O,3,3,-1,0.98,9,-8,11,-5,5
CN(C(=O)c1ccc(Cl)cc1)C1=CCCCC1CCC#N (stereo not given),-2,0,-12,1,5,2,-16,-6,13
COCCCNC(=O)C1CCC(=O)N1Cc1ccccc1Cl (stereo not given),1,3,-7,0.98,7,1,12,0,10
Cc1nc(Nc2ccc(S(N)(=O)=O)cc2)oc1C,2,2,4,1,3,4,-4,-1,16
CN(C)S(=O)(=O)c1ccc(C(=O)Nc2ccccc2C(=O)O)cc1,1,0,-4,1,2,4,6,-8,1
O=C(CCNS(=O)(=O)c1cccc2nonc12)NCCc1ccc(Cl)cc1,3,/,-8,1.1,2,7,16,/,8
COC(=O)c1ccccc1NC(=O)c1noc2c1CCC2,-1,-2,13,0.99,-5,11,25,-4,1
COC(=O)c1ccccc1NC(=O)CN(CCc1ccccc1)S(C)(=O)=O,4,8,-9,1,9,-6,8,-1,0
CCCNc1nc2c(c(=O)[nH]c(=O)n2C)n1Cc1cccc(Br)c1,6,/,-7,1,0,7,3,/,-8
CCn1c(CSc2nnc(-c3ccc4c(c3)OCO4)o2)nc2cc(S(=O)(=O)N(C)C)ccc21,7,-1,-7,1,9,-4,32,-4,17
C=CCn1c(SCc2c(F)cccc2Cl)nnc1-c1ccco1,8,-4,-6,0.99,9,-1,-28,-3,11
CC1Cc2ccccc2N1S(=O)(=O)c1ccc2c(c1)n(C)c(=O)c(=O)n2C (stereo not given),0,1,5,1,8,3,9,-1,11
CN(C)S(=O)(=O)Nc1ccc(Oc2ccccc2)cc1,8,3,-1,1.1,1,-4,5,-1,10
O=C(NCc1ccncc1)c1ccc(Br)o1,3,6,-6,1.1,3,3,10,-3,6
COC(=O)CSc1cc(SCC(=O)OC)c(C#N)c(SCC(=O)OC)c1,12,-8,8,1.1,7,-3,3,-2,14
Cc1occc1-c1nnc(SCC(=O)Nc2nccs2)n1Cc1ccco1,7,9,-7,1,-3,2,-6,1,1

# Of the compounds above, these contain a furan ring, fused or not.
SMILES,FXIIa inh mix,JNK3 blocker,Cdc25B block,Abs 340nm,FXIa inh mix,MMP13 inh,MKP-1 inh,Hsp90 block,AP complement
Cc1ccc2[nH]c(=O)c(CN(Cc3ccco3)C(=O)c3ccncc3)cc2c1,10,1,2,1,7,-1,-9,-3,10
O=C(Nc1ccc(N2CCN(C(=O)c3ccccc3)CC2)c(Cl)c1)c1ccco1,2,-4,-9,1.1,9,-2,16,-4,4
Cn1c(-c2ccc(F)cc2)cnc1SCC(=O)NCc1ccco1,6,4,-11,1,-2,-1,10,-8,6
O=C(Nc1ccc(Cl)c(Cl)c1)N1CCSC1c1ccco1 (stereo not given),10,6,-8,0.99,2,-6,5,-3,-9
Cc1ccc2cc3cc(C(=O)NCCC(C)C)oc3nc2c1,-11,0,13,1.1,5,-111[fluorescence artefact?],24,0,18
O=C(CN(C(=O)CCNC(=O)c1ccco1)c1ccccc1)NC1CCCC1,5,13,-1,1,-3,-3,-7,0,-6
C=CCn1c(SCc2c(F)cccc2Cl)nnc1-c1ccco1,8,-4,-6,0.99,9,-1,-28,-3,11
O=C(NCc1ccncc1)c1ccc(Br)o1,3,6,-6,1.1,3,3,10,-3,6
Cc1occc1-c1nnc(SCC(=O)Nc2nccs2)n1Cc1ccco1,7,9,-7,1,-3,2,-6,1,1
